# Source: PubChem
# GalR3 antagonist – GalR3 antagonists in HEK293 cells, primary screen, cell-based, fluorescence readout. 360,000 tested, 0.44% active. inhibition, % at 3 µM. Galanin receptor type 3 (Homo sapiens), O60755. HEK293 GalR3-CNG cAMP membrane potential fluorescence; galR3 body fused to GalR1 C-terminus. AID 651719, 2012;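 active = inhibition above the screen-wide average plus 3 SD, cut at about 13% in these data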;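 note: forskolin and galanin both at EC90 stimulate the cells; cAMP rise reported by CNG channel membrane potential dye signal; 0% = forskolin plus galanin with DMSO and 100% = forskolin alone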
# CRFBP-R2 agonist – agonists of CRF-BP/CRF-R2 complex, primary screen, cell-based, HEK293, calcium dye fluorescence, uHTS | activation, % at 13.2 µM | CRF-binding protein / CRF receptor 2 complex (human) | 350,000 tested, 0.46% active | calcium dye fluorescence (FLIPR); percent of saturating CRF peptide response;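 active = activation of at least 50%, plus an integration ratio under a set limit after plate pattern correction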;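 note: plate controls were neutral control wells without compound for no effect and CRF at EC100 for full effect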
# CHRM4 PAM – human M4 muscarinic receptor positive allosteric modulators, primary screen, CHO-K1 cells, Fluo-8 calcium fluorescence | 360,000 tested, 0.4% active | Muscarinic acetylcholine receptor M4 (Homo sapiens), P08173 | CHO-K1 hM4/Gqi5, ACh EC20; 0% = ACh EC20, 100% = maximal ACh | activation, % at 3 µM;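 active = activation above its plate's cutoff, the mean activation of sample wells plus 3 SD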; note: some results filed as inactive read as strong as hits
# IDE act – human IDE activators in live cells, primary screen, fluorescence polarization, HEK cells, FAbeta-B substrate; FAbeta-B cleavage; 0% vehicle, 100% cell-free pure enzyme wells; activation, % at 5.96 µM; 340,000 tested, 0.073% active; AID 493087, 2011;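 active = activation above the mean of all tested compounds plus 3 SD, set per screening campaign, cut at about 17% in these data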
# IDE inh – human IDE inhibitors in live cells, primary screen, fluorescence polarization, HEK cells, FAbetaB substrate; Insulin-degrading enzyme (Homo sapiens), P14735; FAbetaB cleavage; inhibition, % at 5.59 µM; 320,000 tested, 0.41% active; AID 434962, 2010;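 active = percent inhibition above the average of all tested compounds plus 3 SD, set per screening campaign, cut at about 16% in these data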;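 note: IDE supplied by intact live HEK cells; FP after avidin binding of uncleaved biotin substrate so inhibition keeps polarization high; 0% = DMSO wells and 100% = 60 µM reference IDE inhibitor Ii1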
# p-CIP stab down – p/CIP-EGFP fusion destabilizers, primary screen, fluorescence, F442A cells | Q05BA5 | 16 h | decrease of EGFP signal, % at 10 µM | 290,000 tested, 0.01% active;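 active = EGFP signal decrease of at least 30% at 10 µM or well 3 SD below plate mean, unless failing retest; inactive = the rest, including hits failing retest or dose response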; note: some compounds called inactive have numbers as strong as hits; many of its hits are not listed in these tables
# CRFBP-R2 block – antagonists of CRF-BP/CRF-R2 complex, primary screen, cell-based, HEK293, calcium dye fluorescence, uHTS. CRF-induced calcium fluorescence. 350,000 tested, 0.59% active. inhibition, % at 11.8 µM;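 active = inhibition of the ligand-induced calcium signal above about 50% at the single tested concentration, limit read from the data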
# MEKK3 PB1 HTS – modulators of MEKK3-MEK5 PB1 binding, primary screen, biochemical, wildtype MEKK3, multiplex bead flow cytometry, Alexa488-MEK5; bead-based flow cytometry, Alexa488-MEK5 binding to MEKK3; actives lie on both sides; 0 = blocked by unlabeled MEK5, 100 = vehicle; binding response (% of control), % at 10 µM; 290,000 tested, 1.4% active; AID 1529, 2009;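 active = binding response more than 3 SD above or below the average of its plate-row segment, actives on both sides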;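 note: Alexa488 bead fluorescence after subtracting the streptavidin-only scavenger bead signal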
# Target sequence (Q99759 whole entry, looked up): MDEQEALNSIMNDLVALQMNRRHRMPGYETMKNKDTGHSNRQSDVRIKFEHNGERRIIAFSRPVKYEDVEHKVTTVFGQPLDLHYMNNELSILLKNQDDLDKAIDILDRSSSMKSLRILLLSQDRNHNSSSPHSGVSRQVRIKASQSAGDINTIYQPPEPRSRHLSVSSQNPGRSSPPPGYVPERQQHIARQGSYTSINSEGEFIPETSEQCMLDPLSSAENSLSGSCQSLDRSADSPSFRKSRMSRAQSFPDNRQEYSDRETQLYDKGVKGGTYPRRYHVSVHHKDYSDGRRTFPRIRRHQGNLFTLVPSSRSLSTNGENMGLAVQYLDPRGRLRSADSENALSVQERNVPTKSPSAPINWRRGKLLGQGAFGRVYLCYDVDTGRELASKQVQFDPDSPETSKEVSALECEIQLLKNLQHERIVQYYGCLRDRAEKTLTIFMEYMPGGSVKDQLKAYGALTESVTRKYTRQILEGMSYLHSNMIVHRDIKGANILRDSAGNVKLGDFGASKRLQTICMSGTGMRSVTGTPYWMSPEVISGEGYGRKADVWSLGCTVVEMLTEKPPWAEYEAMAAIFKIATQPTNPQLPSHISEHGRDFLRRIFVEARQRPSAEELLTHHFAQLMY
# PHOSPHO1 inh – PubChem AID 1565. recombinant PHOSPHO1, absorbance phosphatase assay. inhibition, % at 13.3 µM. 290,000 tested, 1.1% active; in the data active = inhibition above about 60%
# Target sequence (Q8TCT1 whole entry, looked up): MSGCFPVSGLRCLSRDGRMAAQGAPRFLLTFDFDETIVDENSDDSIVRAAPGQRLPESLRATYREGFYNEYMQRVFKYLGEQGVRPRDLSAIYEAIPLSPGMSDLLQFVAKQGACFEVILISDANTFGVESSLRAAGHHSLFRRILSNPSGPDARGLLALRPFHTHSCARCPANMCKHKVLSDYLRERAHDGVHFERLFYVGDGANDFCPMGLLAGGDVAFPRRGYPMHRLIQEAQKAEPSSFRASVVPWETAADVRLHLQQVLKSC
# The depositor's hits bear a star; x = not tested or not shown; [ ] = another dose, or the depositor's remark.
SMILES,GalR3 antagonist,CRFBP-R2 agonist,CHRM4 PAM,IDE act,IDE inh,p-CIP stab down,CRFBP-R2 block,MEKK3 PB1 HTS,PHOSPHO1 inh
CCOC(=O)c1[nH]c2c(c1C)C(=O)CC(c1ccc(F)cc1)C2 (stereo unspecified),1.2,5.3,-5.0,-1.5,8.3,12.8,-18.9,104.0,-10.0
CCOc1ccc(Oc2ccc(NC(=O)CSc3nncn3C)cc2)cc1,0.0,2.0,6.2,4.0,x,x,2.5,x,x
O=C(CCNC(=O)c1ccccc1Cl)NN=Cc1ccco1,-3.6,-2.3,3.0,5.3,-2.9,x,13.2,x,x
O=[N+]([O-])c1ccc(-c2c(-c3ccccc3)ncc3cc(F)ccc23)cc1,-2.6,-0.3,0.6,4.5,-1.3,x,10.2,x,x
CCCn1c(SCC(=O)c2ccc3c(c2)OCCO3)nnc1-c1ccco1,-3.7,0.1,-5.9,-0.7,6.1,-1.2,16.0,98.0,26.3
O=C(CC1NCCc2ccccc21)Nc1ccc(Cl)cc1 (stereo unspecified),-6.4,9.6,-12.7,-3.7,3.4,2.8,-38.2,96.0,24.4
COc1ccc(-c2noc(CCCC(=O)Nc3cccnc3)n2)cc1OC,0.5,-1.6,-28.5,-2.1,4.2,11.7,17.2,94.0,-8.1
O=[N+]([O-])c1ccc(-c2cc(-c3ccc(Cl)cc3)n[nH]2)cc1,-3.5,3.7,11.2,-2.7,0.1,1.3,6.2,x,11.1
Cc1cc(C)c(C(=O)COC(=O)c2cc([N+](=O)[O-])ccc2N2CCOCC2)cc1C,-5.0,4.2,-0.3,1.9,-9.9,x,12.9,x,x
Clc1cncc(Cl)c1N/N=C/c1ccncc1,-3.2,-1.5,-1.8,-0.2,5.0,9.3,-14.6,102.0,5.7
COC(=O)C1=C(C(=O)c2ccc(C)cc2)C(c2ccc(O)c(OC)c2)n2nnnc2N1 (stereo unspecified),0.5,-0.3,6.4,2.8,3.4,-1.5,-4.2,97.0,11.6
CCN1C(=O)CC2(C[N+]3(C)CCC2CC3)C1=O (stereo unspecified),0.2,-0.5,-17.8,1.6,-6.7,-4.1,6.8,80.0,-0.3

# Single records (already shown).
# CCCn1c(SCC(=O)c2ccc3c(c2)OCCO3)nnc1-c1ccco1 across the screens: GalR3 antagonist: -3.7; CRFBP-R2 agonist: 0.1; CHRM4 PAM: -5.9; IDE act: -0.7; IDE inh: 6.1; p-CIP stab down: -1.2; CRFBP-R2 block: 16.0; MEKK3 PB1 HTS: 98.0; PHOSPHO1 inh: 26.3
# CCN1C(=O)CC2(C[N+]3(C)CCC2CC3)C1=O (stereo unspecified) across the screens: GalR3 antagonist: 0.2; CRFBP-R2 agonist: -0.5; CHRM4 PAM: -17.8; IDE act: 1.6; IDE inh: -6.7; p-CIP stab down: -4.1; CRFBP-R2 block: 6.8; MEKK3 PB1 HTS: 80.0; PHOSPHO1 inh: -0.3
# O=C(CC1NCCc2ccccc21)Nc1ccc(Cl)cc1 (stereo unspecified) across the screens: GalR3 antagonist: -6.4; CRFBP-R2 agonist: 9.6; CHRM4 PAM: -12.7; IDE act: -3.7; IDE inh: 3.4; p-CIP stab down: 2.8; CRFBP-R2 block: -38.2; MEKK3 PB1 HTS: 96.0; PHOSPHO1 inh: 24.4

# More compounds.
SMILES,GalR3 antagonist,CRFBP-R2 agonist,CHRM4 PAM,IDE act,IDE inh,p-CIP stab down,CRFBP-R2 block,MEKK3 PB1 HTS,PHOSPHO1 inh
O=S(=O)(NCC(c1cccnc1)N1CCOCC1)c1ccccc1 (stereo unspecified),-4.6,-3.5,-4.4,1.1,-0.5,0.1,23.4,94.0,5.9
Oc1ccc(C=NNc2ccccn2)c(O)c1,-7.0,-1.4,3.5,7.8,x,x,-26.4,x,x
COc1ccc(CCN2CC(C(=O)NCCc3ccccc3)CC2=O)cc1OC (stereo unspecified),0.6,0.4,-9.2,4.6,-0.5,-7.6,4.4,96.0,6.5
Cn1c(C(=O)NC2CCCCC2)cc2sccc21,-7.8,-0.3,7.3,-3.2,-1.7,-3.0,-21.4,101.0,17.2
Cn1c(CN2CCCC2)nc2cc(NC(=O)c3ccco3)ccc21,-5.2,-2.5,-4.5,-1.5,4.9,-5.2,-4.4,102.0,2.9
CCOc1ccccc1N1CCN(CC(=O)Nc2nccs2)CC1,-6.5,0.3,5.7,x,x,x,2.1,x,x
CC(NC(=O)c1ccccc1)c1nc2ccccc2n1Cc1ccc(C#N)cc1 (stereo unspecified),0.1,-0.8,6.7,-1.0,-4.5,-9.1,-3.2,109.0,-17.9
O=C1S/C(=C/c2ccc(N3CCOCC3)o2)C(=O)N1Cc1c(F)cccc1Cl,-3.2,84.0*,0.2,-53.9,5.1,-18.6,-42.9,99.0,68.6*
CCOC(=O)NC(=O)COC(=O)Cc1cc(OC)c(OC)c(OC)c1,-4.2,-0.6,0.5,8.0,4.4,-12.3,4.3,105.0,-25.3
O=C(CN(C(=O)CNS(=O)(=O)c1ccc(F)cc1)c1cccc(F)c1)NCC1CCCO1 (stereo unspecified),-5.7,-0.6,5.2,-5.1,-0.2,-13.9,-0.3,100.0,27.9
COCCCNC(=O)CS(=O)(=O)Cc1nc(-c2ccccc2C)oc1C,x,0.1,-0.3,2.3,2.5,-8.3,-26.2,104.0,6.1
Cc1ncsc1CCC(=O)N1CCCC(C(=O)c2ccc3c(c2)OCO3)C1 (stereo unspecified),-5.8,0.0,-3.0,2.5,-2.5,-16.5,-1.9,x,27.9
CCOc1ccc(OCC)c(NC(=O)C2CCCN(c3ncccn3)C2)c1 (stereo unspecified),-4.2,1.3,4.4,0.0,0.9,-2.0,6.9,106.0,5.7
Cc1ccc(NS(=O)(=O)c2ccc(OCC(=O)NCc3cccnc3)cc2)cc1,-4.0,-1.8,15.0,-5.1,3.6,0.4,12.8,101.0,-2.6
O=C(CSc1nc2ccccc2o1)NCc1n[nH]c(=O)c2ccccc12,-1.9,-1.6,4.2,0.1,-0.7,-8.6,3.2,x,8.7
COc1ccc(C2N=C(N)N=C(N)N2c2ccccc2OC)cc1OC (stereo unspecified),-3.5,-1.6,4.6,-1.8,1.7,1.5,0.3,116.0,-28.7
CCc1ccc(Nc2cc(=O)n(C3CCCCC3)c(=O)[nH]2)cc1,-5.7,50.0,1.3,6.5,0.9,3.7,-59.2,100.0,0.1
CC(=O)N1CCC(c2c[nH]c3ccccc23)CC1,-1.3,-1.6,-20.1,2.6,-0.2,-12.2,10.6,102.0,34.2
Cc1cccc(C)c1NCC(=O)N1CCN(Cc2ccccc2)CC1,-7.0,1.6,-1.4,1.8,1.5,2.2,7.5,101.0,-1.4
O=C(c1cnccn1)N1CCc2c([nH]c3ccccc23)C1c1cccc(Cl)c1 (stereo unspecified),-4.0,-1.3,-7.5,1.4,-3.3,6.8,-28.1,102.0,14.0
CC(C)n1nnnc1SCC(=O)NNC(=O)C1CCCCC1,2.8,-1.4,8.7,4.3,2.5,-8.4,-1.2,92.0,37.3
CC(=O)c1ccc(OCc2cc(C(=O)N(C)C(C)c3ccon3)no2)cc1 (stereo unspecified),-0.1,0.8,-5.8,0.2,-1.7,-12.0,2.1,105.0,30.1
CC(=O)NC(=S)NNC(=O)CCc1ccccc1,-2.7,29.5,9.2,4.2,-5.2,-5.8,-21.2,107.0,6.2
COc1ccccc1CN1CC(C(=O)NCCc2ccccc2Cl)CCC1=O (stereo unspecified),-1.3,0.0,-2.5,1.9,0.0,-5.2,7.0,96.0,19.1
Cc1ccc(NC(=O)CN2CCc3cc4c(cc3C2)OCCCO4)cc1,1.4,0.3,7.6,4.2,5.7,1.9,-7.2,99.0,22.3
Cc1ccc([N+](=O)[O-])cc1NCC(=O)NN,-6.0,-0.2,2.5,3.1,0.9,-0.3,1.2,102.0,19.9
Cc1cccn2c(=O)c3cc(C(=O)NC(C)c4ccccc4)c(=N)n(CCCn4ccnc4)c3nc12 (stereo unspecified),2.2,2.0,-6.2,0.7,3.5,-2.0,10.1,103.0,25.4
O=C(O)c1ccc(N=Nc2c(O)[nH]c3ccc(Br)cc23)cc1,-3.6,0.6,-0.9,-2.8,3.1,-13.9,-6.1,99.0,15.6
O=C(O)c1ccccc1NC(=O)C1CCCO1 (stereo unspecified),0.4,-1.7,-3.1,0.8,-5.8,-6.9,4.0,100.0,-17.0
CCOc1ccc(CN(C)C(=O)c2ccc(NC(=O)CC3SC(N4CCCC4)=NC3=O)cc2)cc1 (stereo unspecified),-3.1,1.1,5.3,3.6,-1.9,-9.5,2.5,96.0,22.6
COc1cc(NC(=O)CSc2nccc(C)n2)c(C(=O)O)cc1OC,-3.7,-0.5,4.9,-3.3,6.7,3.4,13.4,106.0,6.3
COCCCNC(=O)c1c(N)n(-c2ccc3c(c2)OCO3)c2nc3ccccc3nc12,-0.4,2.5,-6.3,0.5,1.8,0.3,-11.8,93.0,-1.6
CN1CCN(C(=O)c2cc3ccccc3[nH]2)CC1,-5.5,-1.1,-2.9,0.0,1.9,-1.3,4.8,103.0,-23.5
COc1cc(/C=C2\SC(=Nc3cccnc3)NC2=O)cc(OC)c1OC,3.6,-0.7,-0.3,x,12.2,-26.3,-6.1,97.0,39.9
O=C(NCCCO)C(=O)Nc1cc2c3c(c1)CCC(=O)N3CCC2,-6.6,-1.2,-1.4,3.5,-0.1,5.9,-4.3,100.0,59.8
CCCn1c(C)cc(C(=O)COC(=O)c2c(C)nn(-c3ccccc3)c2C)c1C,-2.7,1.3,3.4,5.2,-12.6,-7.4,15.8,109.0,13.8
O=C(N/N=C/c1cc2ccccc2nc1Cl)c1ccncc1,-5.3,0.7,-5.5,0.6,4.5,-4.9,6.4,100.0,32.2
COc1ccc(Nc2nc(-c3cccc(OC)c3O)nc3ccccc23)cc1,-9.1,1.9,-7.2,-3.5,x,1.3,-9.6,109.0,28.0
COc1ccc(Nc2cc(C)nc3ncnn23)cc1Cl,-6.4,1.7,4.1,-1.8,2.3,-4.1,18.6,103.0,48.9
CC1CCc2c(sc(NC(=O)COC(=O)c3ccccc3NCc3ccco3)c2C#N)C1 (stereo unspecified),-5.5,0.4,-2.4,0.5,0.3,3.4,-3.6,101.0,18.0
CN(C)S(=O)(=O)c1ccc(Cl)c(C(=O)NCC2CCCCC2)c1,2.3,-0.1,4.2,-0.9,1.9,-9.0,-3.2,102.0,-15.1
Cc1ccc(NC2=Nc3ccccc3CS2)cc1,-1.7,2.1,-1.0,-1.9,3.6,-0.5,-2.9,104.0,32.7
Cn1c(C(=O)NCc2ccccc2)cc2oc3ccccc3c21,-3.0,-1.4,-2.1,1.4,3.5,8.2,15.8,103.0,18.0
COc1cc2cc(CCCOC(=O)c3ccc(F)cc3)oc(=O)c2cc1OC,-6.2,-1.3,0.5,-3.6,5.3,x,-5.8,x,x
CCn1cc(Br)c(C(=O)NCc2ccco2)n1,2.7,0.7,9.8,5.5,1.8,-10.0,9.5,43.0*[inhibitor],35.6
CCOc1cccc(/C=C(/C#N)c2nc3ccccc3[nH]2)c1OCC(=O)O,-12.5,0.0,-6.3,2.4,-18.9,-15.4,0.9,106.0,-7.8
O=C(CCSc1nnc(-c2ccncc2)o1)Nc1cccc(Cl)c1,0.1,2.9,-9.9,-1.8,2.3,-17.2,-3.0,99.0,-21.5
Nc1c(C(=O)Nc2ccccc2)sc2nc(-c3ccco3)ccc12,-5.3,0.1,-9.4,-9.4,4.2,-0.4,-5.2,101.0,16.8
